Giardia kill: Small Molecules that selectively kill Giardia lamblia: qHTS | Giardia lamblia trophozoite viability | activity change, % at 7.66 µM, hits read low | hit rate 0.15% among 340,000; in the data active means activity change below about -80%; inconclusive means between about -30% and that limit;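 further: parasites exposed to compound for two days anaerobically before the ATP read; on the % scale 0 is the no-effect control and ±100 the full control effect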
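Trophozoite viability was measured as ATP-dependent luminescence, read 15-30 min after reagent addition. Before that, parasites at 100 cells/well were exposed to compounds for 48 h, anaerobically, at 37 deg C.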
FBPA coupling cs: qHTS Assay for Inhibitors of Fructose-1,6-bisphosphate Aldolase from Giardia Lamblia: Coupling assay counterscreen; coupling enzyme system counterscreen, AmpLite Red fluorescence; activity change, negative = inhibition, % at 58.2 µM, hits read low; hit rate 0.67% among 290,000; AID 2472, 2010; in the data active means activity change below about -30%; further: on the % scale 0 is the no-effect control and ±100 the full control effect
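Compounds tested against the coupling enzymes alone at 57.5 uM final; readout was AmpLite Red fluorescence (525/598 nm) after 20 min at RT.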
GALK inh: qHTS Assay for Inhibitors of Human Galactokinase (GALK); P51570; Purified GALK, Kinase-Glo residual ATP luminescence; Potency, µM (top dose mostly 57.5 µM), without a hit: at the top dose activity change, negative = inhibition, most hits filed as inhibitors; hit rate 0.007% among 270,000; AID 1868, 2009; further: potency means the concentration at half of the fitted maximal effect; on the % scale 0 is the no-effect control and ±100 the full control effect
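Compounds were pin-transferred into ATP buffer (35 uM final), then GALK plus galactose (5 nM, 100 uM final) was added. After 1 h at room temperature, Kinase-Glo Plus was added and luminescence read after 10 min.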
CXXC DNA block: qHTS Fluorescence Polarization Assay for Inhibitors of MLL CXXC domain - DNA interaction | Potency, µM (titrated, usually from 115 µM), inactives show at the top dose activity change, negative = inhibition, actives largely listed as inhibitors | hit rate 0.037% among 290,000 | MLL-CXXC / FITC-HOXA9 DNA fluorescence polarization | Histone-lysine N-methyltransferase 2A (Homo sapiens), Q03164; active means well fitted inhibition curve with a large enough effect in the polarisation, with a control signal flat, not every such curve was filed as active; inconclusive means small, poorly fitted or top-dose-only effect, or effect the other way, or a change in a side signal; inactive means no such curve, though single readings can be large or run the other way; the % refers to the polarisation; further: potency means the concentration at half of the fitted maximal effect
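Steps: dispense CXXC domain solution (7 uM) → pin compounds or unlabeled HOX-A9 DNA control → 5 min ambient → add FLSN-HOX-A9 solution (50 nM) → spin → 30 min ambient → fluorescence polarization. Tris pH 7.5/NaCl/DTT/BSA buffer.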
TRPV1 agonist: HTS Assay for Compounds that Act as Agonists of the Vanilloid Receptor 1; hit rate 0.19% among 320,000; TRPV1-expressing cells, Fluo-8 calcium influx, agonist mode; AID 540275, 2011; Transient receptor potential cation channel subfamily V member 1 (Homo sapiens), Q8NER1; activation, % at 8.33 µM; in the data active means activation above about 80%; inconclusive means between about 30% and that limit; further: 0% is about no effect
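TRPV1-expressing cells were cultured overnight at 35.5C and loaded with Fluo-8 calcium dye for 40 to 90 min at room temperature. After a 10 s baseline, compound was added and calcium influx was read kinetically for 3 min (ex 480/em 520 nm).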
PKM2 activator: qHTS Assay for Activators of Human Muscle isoform 2 Pyruvate Kinase | purified PKM2, Kinase-Glo ATP luminescence, activation; response scale: 0% is enzyme alone, no compound | Potency, µM (doses to about 57.5 µM), without a hit: at the top dose activation, actives largely listed as activators | hit rate 0.34% among 260,000 | AID 1631, 2009; further: potency means the concentration at half of the fitted maximal effect; on the % scale 0 is the no-effect control and ±100 the full control effect; nearly all actives have a fitted effect of over 55% in size
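hPK-M2, >95% pure; 0.1 mM ADP / 0.5 mM PEP final; imidazole pH7.2 buffer w/ 7 mM MgCl2, 50 mM KCl; 1 h RT; Kinase-Glo lum. Intermediate enzyme activity for dual inhibitor/activator qHTS.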
Menin-MLL TR inh: qHTS Assay for Inhibitors Targeting the Menin-MLL Interaction in MLL Related Leukemias: Competition With Texas Red Labeled MLL-derived Mutant Peptide. O00255. Menin + Texas Red MLL mutant peptide, fluorescence polarization. Potency, µM (series often up to 61.6 µM), inactives show top-dose FP activity change, negative = inhibition, actives largely listed as inhibitors. hit rate 0.23% among 270,000. AID 1768, 2009; active means well fitted inhibition curve with a large enough effect in the polarisation, with a control signal flat, not every such curve was filed as active; inconclusive means small, poorly fitted or top-dose-only effect, or effect the other way, or a change in a side signal; inactive means no such curve, though single readings can be large or run the other way; the % refers to the polarisation; further: potency means the concentration at half of the fitted maximal effect; % of control where 0% means no effect; many of its hits are not listed in these tables
Target sequence (O00255 whole entry, looked up): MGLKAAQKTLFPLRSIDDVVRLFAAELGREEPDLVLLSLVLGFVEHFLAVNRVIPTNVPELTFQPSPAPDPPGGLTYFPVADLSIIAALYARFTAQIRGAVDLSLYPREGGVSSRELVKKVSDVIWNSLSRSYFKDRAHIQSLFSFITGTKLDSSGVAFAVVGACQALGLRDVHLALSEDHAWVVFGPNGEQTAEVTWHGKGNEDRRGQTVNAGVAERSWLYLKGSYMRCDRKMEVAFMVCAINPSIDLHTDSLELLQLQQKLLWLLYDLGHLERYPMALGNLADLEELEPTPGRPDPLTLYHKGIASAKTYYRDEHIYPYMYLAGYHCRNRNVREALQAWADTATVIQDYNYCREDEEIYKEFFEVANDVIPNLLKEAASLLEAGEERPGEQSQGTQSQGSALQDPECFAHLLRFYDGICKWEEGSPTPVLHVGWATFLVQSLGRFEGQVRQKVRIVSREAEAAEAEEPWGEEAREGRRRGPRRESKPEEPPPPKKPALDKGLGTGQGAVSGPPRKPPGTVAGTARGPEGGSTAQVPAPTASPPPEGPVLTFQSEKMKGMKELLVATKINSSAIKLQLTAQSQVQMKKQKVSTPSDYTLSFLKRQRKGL
hERG WT inh: qHTS for Inhibitors of KCHN2 3.1: Wildtype qHTS | Voltage-gated inwardly rectifying potassium channel KCNH2 (Homo sapiens), Q12809 | U2OS, BacMam KCNH2, thallium flux FluxOr; hits give low values | activity change, % at 1.84 µM | hit rate 0.37% among 340,000;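 active means maximum activity change below -70%; inconclusive means maximum activity change between -70% and -50%; inactive means maximum activity change above -50%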; further: on the % scale 0 is the no-effect control and ±100 the full control effect
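U2OS cells transduced with wild-type KCNH2 virus are loaded with FluxOr dye for 45 min, and thallium flux is measured in kinetic reads before and after stimulation buffer. Rate constants are normalized to DMSO controls.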
KCNH2 3.1 inh: qHTS for Inhibitors of KCHN2 3.1: Mutant qHTS. Potassium voltage-gated channel subfamily H member 2, brain isoform KCNH2 3.1 (human). U2OS KCNH2 3.1, thallium flux FluxOr; hits give low values. activity change, % (tested at about 1.8 µM). hit rate 0.95% among 340,000;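 active means maximum activity change below -70%; inconclusive means maximum activity change from -70% to -50%; inactive means maximum activity change above -50%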;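 further: thallium influx rate constant from kinetic fluorescence after stimulation buffer; on the % scale 0 is the no-effect control and ±100 the full control effect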
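Measured as rate of thallium-driven FluxOr signal in transduced U2OS cells carrying the 3.1 channel, read kinetically for 2 min upon stimulation; values are rate constants scaled to DMSO control wells.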
USP2a block: qHTS Assay for Inhibitors of Ubiquitin-specific Protease USP2a Using CHOP2 as the Reporter. USP2 core, Ub-CHOP2 coupled fluorogenic reporter, 485/531. Potency, µM (titrated, usually from 38.3 µM), for the others: top-dose activity change, negative = inhibition, actives largely listed as inhibitors. hit rate 0.01% among 330,000;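 further: potency means the concentration at half of the fitted maximal effect; plate controls were DMSO wells for no effect and full inhibition by NEM control for full effect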
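Cell-free coupled assay: 10nM USP2 core preincubated 30min RT with compound in Tris-HCl pH 8.0/CaCl2/CHAPS buffer, then 25nM Ub-CHOP2 and 25nM reporter substrate; fluorescence (Ex 485/Em 531) read after 60min RT, normalized to NEM inhibition, concentration-response curves fitted.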
B2AR arrestin: qHTS assay of beta-arrestin-biased ligands of beta2-adrenergic receptor. AID 492947, 2010. hit rate 0.02% among 330,000. Potency, µM (titrated, usually from 46.1 µM), without a hit: at the top dose activation, actives largely listed as activators. Beta-2 adrenergic receptor (Homo sapiens), P07550. beta-arrestin recruitment to beta2AR, cell-based reporter;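 further: potency means the concentration at half of the fitted maximal effect; 0% = DMSO controls and full agonism = EC100 isoproterenol or metaproterenol; nearly all actives have a fitted effect of over 65% in size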
Target sequence (P07550 whole entry, looked up): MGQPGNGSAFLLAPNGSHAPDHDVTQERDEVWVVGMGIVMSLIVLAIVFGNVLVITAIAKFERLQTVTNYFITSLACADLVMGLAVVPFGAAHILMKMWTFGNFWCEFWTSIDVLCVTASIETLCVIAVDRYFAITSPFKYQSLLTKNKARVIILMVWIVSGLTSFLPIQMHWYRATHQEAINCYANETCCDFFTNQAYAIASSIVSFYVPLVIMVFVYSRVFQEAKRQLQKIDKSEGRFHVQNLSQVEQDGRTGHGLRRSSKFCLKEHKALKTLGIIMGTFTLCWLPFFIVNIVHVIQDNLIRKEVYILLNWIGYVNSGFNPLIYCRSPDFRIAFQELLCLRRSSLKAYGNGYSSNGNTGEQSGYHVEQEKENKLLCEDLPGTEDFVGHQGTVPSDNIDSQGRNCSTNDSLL
The depositor's hits bear a star; ? = inconclusive; nt = no result given; [ ] = dose if it differs, or a comment. Unless noted, the call rests on the fitted dose curve; in most records, active means well fitted curve in the direction sought with a large enough effect; inconclusive means small, poorly fitted or top-dose-only effect, or another doubt; inactive means no such curve, though single readings can be large; an effect the other way counts as inactive or inconclusive.

SMILES	Giardia kill	FBPA coupling cs	GALK inh	CXXC DNA block	TRPV1 agonist	PKM2 activator	Menin-MLL TR inh	hERG WT inh	KCNH2 3.1 inh	USP2a block	B2AR arrestin
COc1cccc2sc(N3CCN(C(=O)c4ccco4)CC3)nc12	-1.1	nt	nt	nt	28.3	nt	nt	7.8	11.3	-0.4%	-0.3%
CCOC(=O)/C(C#N)=N/Nc1c(C)n(C)n(-c2ccccc2)c1=O	-3.4	-11.0	5.7%	15.5%	4.5	29.9%	2.1%	7.4	5.2	-0.3%	-0.8%
Cc1ccccc1Cn1nc(C)c(NC(=O)c2cc(-c3cccs3)on2)c1C	7.7	-1.9	-3.7%	-7.3%	2.1	0.7%	-9.2%	-1.6	-3.5	0.7%	-0.3%
CCOC(=O)c1cc(C#N)c(N2CCN(C(=O)c3ccccc3)CC2)nc1C(F)(F)F	-0.9	-4.0	1.1%	-15.1%	11.3	-1.2%	nt	4.1	-0.7	0.2%	-0.5%
Cn1nc(C(F)(F)F)c2cc(C(=O)Nc3ccc(C(F)(F)F)cc3)sc21	-22.7	-2.3	nt	-12.4%	-5.9	-2.5%	nt	-21.8	-12.4	-0.4%	-0.7%
COCCCNC(=O)C(=O)NCC(c1ccco1)N1CCN(c2ccc(OC)cc2)CC1 (stereo not given)	-4.0	-1.3	-0.8%	-0.8%	0.4	-0.5%[0.46 µM]	14.3%	3.9	18.1	2.7%	2.9%
Nc1cc(N)nc(SCc2cccnc2)n1	6.1	3.0	0.1%	-0.6%	-2.8	-5.4%	nt	-1.9	-12.7	2.2%	-1.2%
CCOc1ccc(C2C(C(=O)Nc3ccccc3)=C(C)N=c3s/c(=C/c4cccc(OCC(=O)O)c4)c(=O)n32)cc1 (stereo not given)	?	9.9	-1.8%	-11.4%	5.2	2.1%	?	-6.7	-13.5	-8.7%	3.3%
O=C(c1ccc(COc2ccc(Cl)cc2)o1)N1N=C(C(F)F)CC1(O)C(F)F (stereo not given)	-13.1	-0.2	1.1%	-2.7%	-2.1	5.5%	-0.7%	-3.6	-1.5	-0.2%	5.4%
COc1ccccc1N1CCN(C(=O)c2cc(-c3ccccc3)on2)CC1	18.3	0.0	-0.2%	17.1%	-0.1	5.3%	-7.2%	-5.2	8.8	-0.8%	-0.3%
COc1ccc(-c2c(C)oc3c(CN4CCCCC4C)c(O)ccc3c2=O)cc1 (stereo not given)	20.5	2.7	0.1%	-5.1%	-1.5	nt	-7.5%	-0.8	7.9	-3.4%	0.2%
CCNc1nc(NCC)nc(SCCOC(=O)c2ccccc2)n1	-27.3	-1.4	0.3%	17.6%	4.4	23.9%	1.7%	9.5	-14.0	3.7%	-0.6%
CNC(=S)N/N=C/c1cc(C)ccc1C	-17.7	-0.5	-0.7%	-1.7%	-2.4	7.3%	5.2%	nt	12.0	2.5%	?
O=C(Nc1cccnc1N1CCOCC1)c1cccs1	-0.1	7.9	-2.9%	-2.8%	1.0	13.1%	nt	-5.4	-4.5	3.8%	0.5%
CCOC(=O)C1(CC2CC2)CCN(Cc2cnc(N(C)C)s2)CC1	2.3	1.4	3.8%	1.7%	10.8	0.4%	-16.1%	3.7	-0.3	-1.0%	-0.1%
CC(=O)c1ccc(NCC2COc3ccccc3O2)c([N+](=O)[O-])c1 (stereo not given)	14.7	0.7	2.4%	12.5%	4.3	2.0%	22.4%	2.4	-5.7	-11.2%	0.1%
Cc1cccc(-n2c(CNC(=O)Cc3ccccc3)n[nH]c2=S)c1	11.0	0.1	13.5%	2.5%	2.5	-24.0%	1.1%	1.8	14.0	2.5%	-2.0%
COc1cccc(OC)c1C(=O)NC(=S)N1CCN(c2ccc(C(F)(F)F)cc2[N+](=O)[O-])CC1	-7.0	4.1	0.1%	24.6%	2.6	5.9%	14.7%	-1.3	9.0	-1.6%	-1.1%
CCOc1ccc(-c2[nH]ncc2Oc2ccccc2OCC)c(O)c1	15.0	0.5	1.7%	-0.4%	0.7	-6.0%	?	4.4	-9.6	-16.4%	-0.1%
NC(=O)CSc1nnc(-c2cc3ccccc3o2)n1Cc1ccccc1	-5.9	0.7	0.0%	6.3%	21.5	0.4%	?	-1.9	15.8	1.6%	0.1%
CCOC(=O)C(C)Sc1nnc(Cc2cc(=O)[nH]c(=O)[nH]2)n1-c1cccc(OC)c1 (stereo not given)	-9.7	-0.3	0.2%	-8.0%	nt	-14.4%	-2.7%[11.7 µM]	-1.8	16.5	0.8%	0.1%
Cc1cc(C)nc(N2CCCC(C(=O)NCCc3ccc(F)cc3)C2)n1 (stereo not given)	2.3	1.5	5.0%	11.1%	10.3	1.5%	-4.0%	-11.4	3.1	3.2%	-0.3%
Cc1ccc2c(C)c(C(=O)NCc3ccc(S(N)(=O)=O)cc3)oc2c1	20.2	0.8	-1.6%	20.9%	?	1.1%	?	-0.8	-17.3	3.9%	-0.1%
O=C(O)CN1C(=O)C(=O)N(Cc2ccccc2F)C1=O	6.5	1.0	3.0%	8.9%	-0.3	nt	-2.8%	-1.3	4.7	2.2%	0.2%
CNc1ccc(C(O)(C(F)(F)F)C(F)(F)F)cc1C(O)(C(F)(F)F)C(F)(F)F	-8.0	-6.3	-7.2%	5.3%	0.5	0.7%	34.2%[activator]	-10.1	-18.0	1.4%	0.1%
CN(Cc1ccc(F)cc1)S(=O)(=O)c1nnc(NC(=O)c2ccccc2Br)s1	34.1[activator]	9.6	0.9%	2.8%	5.9	nt	?	-4.0	5.0	-2.9%	0.1%
C#CCOCCOCCOCCNc1nc(N2CCN(C(=O)[C@H](CCCCN)n3cc(CCCC)nn3)CC2)nc(N2CCN(C(=O)[C@H](CCCCN)n3cc(CCCC)nn3)CC2)n1	-3.9	0.5	nt	43.4%[activator]	-1.2	2.3%	-20.3%	-7.3	6.0	2.2%	-0.8%
COc1ccc(NC(=O)CCNC(=O)Cn2cnc3ccccc3c2=O)c(OC)c1	-13.2	2.8	-1.4%	-0.5%	22.1	2.1%	17.8%	-8.8	-1.7	0.7%	-1.0%
O=C(NCCNC(=O)c1ccccc1Cl)c1ccco1	10.6	2.2	-1.1%	-11.6%	3.9	1.2%	-18.5%	-4.3	-2.2	1.6%	0.0%
O=C1CC[C@@H](O)CCN1CC[C@H](Sc1ccccc1)c1ccccc1	-3.6	2.4	nt	-12.4%	?	-2.2%	-0.2%	-18.0	-1.7	-1.0%	-0.4%
Cc1ccc(OCc2nnc(NC(=O)c3ccco3)s2)c(C)c1	14.6	4.7	-1.9%	3.8%	-2.2	-4.9%	-5.3%	-6.2	14.7	1.1%	0.0%
Cc1cccc(NCC(=O)N/N=C\c2cccn2C)c1	-22.7	-1.2	4.1%	-15.5%	?	-17.7%	nt	-4.0	5.6	2.1%	-0.4%
Cn1ncc2c(=O)n(CC(=O)NC34CC5CC(CC(C5)C3)C4)cnc21	-8.3	-3.3	-2.9%	-0.3%	0.8	-0.4%	nt	-12.2	-5.5	3.9%	0.1%
Oc1ccc(C(=S)N2CCCCC2)cc1	-15.8	1.4	-1.0%	-5.8%	-2.0	-5.4%	-0.9%	-4.1	-3.7	-1.4%	-0.2%
CCc1ccccc1Nc1nn2c(=O)c3ccc(C(=O)NCc4ccccn4)cc3nc2s1	-4.7	2.9	4.7%	-5.6%	-2.2	?	17.0%	6.4	7.3	4.2%	-0.4%
CN(C)CCNC(=O)Cc1ccc([N+](=O)[O-])cc1	2.1	0.7	-0.2%	-3.3%	-4.2	-1.8%	-7.0%	2.4	-0.4	1.9%	-5.0%
CC(=O)c1cnc2nc(C)nn2c1C	6.8	0.7	-2.2%	-11.2%	-1.1	-4.2%	-2.0%	0.4	5.1	1.9%	-0.5%
CCOc1ccc(S(=O)(=O)NCCCN2CCOCC2)c2ccccc12	1.5	-2.7	-1.6%	-5.2%	6.3	0.5%	-12.0%	-2.7	-26.7	4.6%	-0.1%
CCOc1ccccc1Nc1nnc(SCC(=O)Nc2cc(C)on2)s1	9.1	2.7	-0.1%	-6.4%	0.9	-0.9%	-29.9%	-19.2	-6.0	-6.3%	0.4%

High-throughput results deposited in PubChem BioAssay by National Center for Advancing Translational Sciences (NCATS).

Some of the compounds tested. The share of hits here may be higher or lower than overall.
